Source: PubChem BioAssay (Sanford-Burnham Center for Chemical Genomics)
ATG4B inh: inhibitors of human ATG4B cysteine protease | ATG4B cleavage of LC3-PLA2, NBD-HPC fluorescence, 1 h | inhibition, % at 8.33 µM | 340,000 tested, 0.51% active | AID 504462; in the data active means inhibition above about 40%
Target sequence (Q9Y4P1 whole entry, looked up): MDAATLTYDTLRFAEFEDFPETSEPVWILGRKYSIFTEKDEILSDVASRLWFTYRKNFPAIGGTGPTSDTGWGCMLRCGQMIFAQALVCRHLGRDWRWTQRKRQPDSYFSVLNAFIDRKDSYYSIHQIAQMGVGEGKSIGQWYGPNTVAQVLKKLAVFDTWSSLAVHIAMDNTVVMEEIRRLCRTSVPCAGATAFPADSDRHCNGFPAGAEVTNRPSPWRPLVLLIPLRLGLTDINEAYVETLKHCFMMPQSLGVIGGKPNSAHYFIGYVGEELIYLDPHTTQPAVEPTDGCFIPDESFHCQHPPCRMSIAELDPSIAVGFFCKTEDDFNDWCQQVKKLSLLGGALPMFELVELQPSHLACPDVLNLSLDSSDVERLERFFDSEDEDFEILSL
A3A deaminase: blocks human APOBEC3A ssDNA deamination; P31941; recombinant A3A, FAM/TAMRA ssDNA deamination fluorescence; inhibition, % at 20 µM; 330,000 tested, 0.41% active; AID 493011;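 active means at least 40% inhibition at 20 µM here, with at most 30% in a related deaminase screen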;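 further: plate controls were A3A with DMSO for no effect and wells lacking A3A enzyme for full effect; some results filed as inactive read as strong as hits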
Target sequence (P31941 whole entry, looked up): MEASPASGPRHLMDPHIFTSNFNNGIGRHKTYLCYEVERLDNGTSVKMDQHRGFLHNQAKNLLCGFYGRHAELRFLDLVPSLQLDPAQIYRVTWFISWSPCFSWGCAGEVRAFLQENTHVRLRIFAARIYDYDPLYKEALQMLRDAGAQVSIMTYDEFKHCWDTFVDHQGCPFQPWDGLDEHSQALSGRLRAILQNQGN
hIAP inh: blocks human intestinal alkaline phosphatase | P09923 | 330,000 tested, 0.12% active | purified IAP, CDP-Star luminescence, 30 min | inhibition, % at 10 µM;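 active means inhibition reaching a set limit with compound at 10 µM in the primary screen, cut at about 35% in these data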;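 further: plate controls were DMSO wells with enzyme for no effect and no-enzyme buffer wells for full effect; values of inactives mirror those of a sister screen read the other way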
mIAP activ: mouse IAP activation; muIAP, CDP-Star luminescence, 30 min; hits give high values; 1 = vehicle-only enzyme signal, 0 = enzyme-free wells; activation factor at 10 µM; 330,000 tested, 0.24% active;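 active means activation factor of at least 2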; further: the source names both 10 and 20 µM as test concentration; values of inactives mirror those of a sister screen read the other way
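Assay system: mouse IAP enzyme; Reagent: CDP-Star chemiluminescent phosphatase substrate; Compound: DMSO-dissolved test compounds; Incubation: 30 min, room temperature; Technique: luminescence from enzymatic CDP-Star hydrolysis; Controls: DMSO-only wells and no-enzyme negative control.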
hIAP act: human IAP activation; 330,000 tested, 0.16% active; activation factor at 10 µM; purified human IAP, CDP-Star luminescence, 30 min; hits give high values; 1 = vehicle-only enzyme, 0 = enzyme-free background; P09923;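 active means activation factor of the enzyme at least 2-fold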; further: the source names both 10 and 20 µM as test concentration; values of inactives mirror those of a sister screen read the other way
mIAP inh: blocks mouse intestinal alkaline phosphatase. purified mouse IAP, CDP-Star luminescence, 30 min. inhibition, % at 10 µM. 330,000 tested, 0.2% active;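 active means inhibition of at least 40% at 10 µM in the primary screen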;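 further: plate controls were DMSO with enzyme for no effect and no enzyme wells for full effect; values of inactives mirror those of a sister screen read the other way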
PfG6PD inh: PfG6PD (Plasmodium falciparum) enzyme inhibition. PfGluPho enzyme, NADPH resazurin-diaphorase fluorescence. inhibition, % at 20 µM. 350,000 tested, 0.78% active;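 active means inhibition reaching at least a set limit at 20 µM in the primary screen, cut at about 59% in these data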;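 further: 0% = DMSO wells with substrate and 100% = DMSO wells lacking glucose-6-phosphate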
HKDC1 inh: blocks human hexokinase HKDC1 activity; AID 493160; 340,000 tested, 0.16% active; recombinant HKDC1, G6PDH/diaphorase resazurin coupled fluorescence; inhibition, % at 20 µM; Q2TB90;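 active means inhibition above about 35% when tested at 20 µM, limit read from the data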;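 further: plate controls were DMSO wells with enzyme for no effect and DMSO wells lacking enzyme for full effect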
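Assay system – recombinant HKDC1 (HK5) hexokinase enzyme, produced in-house · Input – HKDC1 at 5 µg/mL · Reagent – glucose plus 1 mM ATP as hexokinase substrates · Timing – 90 min reaction incubation at room temperature, dark · Measured by – G6PDH/diaphorase-coupled fluorescence, 1 mM NADP, 100 µM resazurin, 525/613 nm · Benchmarks – DMSO-enzyme wells negative, buffer-substituted wells positive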
* = called active by the depositor.

SMILES	ATG4B inh	A3A deaminase	hIAP inh	mIAP activ	hIAP act	mIAP inh	PfG6PD inh	HKDC1 inh
O=C(Nc1ccccc1-c1ccccc1)c1ccc(Br)o1	18.5	-5.0	-7.8	0.952	1.08	4.8	-4.2	2.0
CC(C)N1CCc2c(sc(NC(=O)Cc3ccccc3)c2C#N)C1	-12.6	-3.9	-2.8	1.1	1.03	-9.6	-7.3	-6.5
Cc1cc(Cl)c(S(=O)(=O)NCc2ccccc2)cc1OCC(N)=O	10.4	-1.8	10.0	0.983	0.9	1.7	-8.9	-0.5
CN(CCC#N)C(=O)CSc1nnc(-c2c[nH]c3ccccc23)o1	-1.9	0.0	-1.4	0.941	1.01	5.9	-1.4	3.0
O=C(CSC1=Nc2ccccc2C2CC=NN12)Nc1ccc(F)c(F)c1F (stereo not given)	-11.6	0.0	5.9	1.12	0.941	-12.2	-11.8	-2.9
O=C(NCc1ccccc1C(F)(F)F)C1CC(c2cccc(F)c2)=NO1 (stereo not given)	6.3	-2.2	5.4	0.89	0.946	11.0	8.5	1.0
O=C(C1CCCN(c2nnc(-n3cccc3)s2)C1)N1CCN(c2ccccc2)CC1 (stereo not given)	-5.1	-1.7	15.8	0.971	0.842	2.9	0.3	0.2
O=C(CSc1ccc(-c2cccnc2)nn1)N1CCCC1	-5.7	-4.1	9.4	0.912	0.906	8.8	2.5	-5.7
CCc1nc(SCC(=O)c2c[nH]c3ccccc23)n[nH]1	-6.7	-2.0	-14.3	1.01	1.14	-1.1	17.4	-4.0
CCc1ccc(N2CC(C(=O)OCC(=O)Nc3ccc([N+](=O)[O-])cc3)CC2=O)cc1 (stereo not given)	-5.2	1.1	15.4	1.04	0.846	-4.4	8.3	-1.2
COc1ccc(N2CCN(C(=O)Cc3ccc(-n4c(=O)[nH]c5ccccc5c4=O)cc3)CC2)cc1	-11.7	-0.4	11.6	0.928	0.884	7.2	-10.2	4.2
COc1cccc(C(=O)Nc2ccc(F)cc2F)c1	3.9	1.9	4.4	1.08	0.956	-8.0	-4.7	-0.8
CCCN(C(=O)c1ccc(N(C)S(=O)(=O)c2ccc(C)cc2)cc1)C1CCS(=O)(=O)C1 (stereo not given)	-5.0	2.6	-8.2	1.05	1.08	-5.4	-11.9	-0.2
CC(C)CNC(=O)COc1ncnc2sccc12	-3.4	-1.8	6.2	1.03	0.938	-3.3	-11.5	-2.8
O=C(NNS(=O)(=O)c1ccc(F)cc1)c1ccc2c(c1)OCO2	3.0	1.0	9.4	1	0.906	-0.4	-16.9	2.7
COC(=O)/C=C1\S/C(=N/N=C/c2ccc(Cl)cc2)NC1=O	-3.7	-1.6	-17.5	0.983	1.18	1.7	-1.9	13.2
Cc1cc(N2CCN(C)CC2)nc2ccc(NC(=S)N3CCCCCC3)cc12	-10.2	-0.5	14.8	1.09	0.852	-9.4	9.7	2.0
COc1ccc(N2CCN(C(CNC(=O)C(C)C)c3ccc4c(c3)OCO4)CC2)cc1 (stereo not given)	-6.2	27.8	-2.1	0.99	1.02	1.0	-3.0	-2.0
N#C/C(=C\c1cccs1)C(=O)c1ccccc1Cl	-4.5	-4.5	-5.7	0.89	1.06	11.0	49.8	8.5
O=C(CNC(=O)c1cccc(F)c1)OCC(=O)N1CCN(C(=O)c2ccco2)CC1	15.9	-7.7	-2.4	0.997	1.02	0.3	13.2	-5.0
O=C(Cn1cnc2ccccc2c1=O)NC1CCS(=O)(=O)C1 (stereo not given)	0.6	-1.2	5.1	0.926	0.949	7.4	9.7	-1.8
Cc1ccc(NC(=O)c2cccc(C(=O)OC(C)C)n2)c(Br)c1	-14.1	-1.2	-1.6	0.845	1.02	15.5	4.0	-5.8
COc1ccc(NC(=S)NC(=O)c2ccccc2)cn1	-5.2	-1.2	-28.8	0.989	1.29	1.1	10.9	9.5
C#CCOCCOCCOCCNc1nc(N2CCN(C(=O)[C@H](CCCCN)n3cc(CN)nn3)CC2)nc(N2CCN(C(=O)[C@H](CCCCN)n3cc(CN)nn3)CC2)n1	4.6	-2.2	-12.1	1.06	1.12	-6.2	1.7	0.9
Cc1nn(-c2ccc(F)cc2F)c2c1-c1nc(N3CCCC3)ncc1CC2	3.1	-7.3	9.9	1.02	0.901	-2.5	7.8	10.8
SMILES	ATG4B inh	A3A deaminase	hIAP inh	mIAP activ	hIAP act	mIAP inh	PfG6PD inh	HKDC1 inh
CCOc1ccc(N(CC(=O)Nc2ccccc2OCC)S(=O)(=O)c2c(C)noc2C)cc1	-5.4	-2.9	-7.4	0.97	1.07	3.0	21.5	-1.6
Cc1cccc(OCCNc2cc(N3CCN(CCO)CC3)ccc2[N+](=O)[O-])c1	-13.8	0.1	23.0	0.866	0.77	13.4	5.6	15.2
C[C@H](CO)N1C[C@H](C)[C@@H](CN(C)S(C)(=O)=O)Oc2c(NC(=O)Nc3ccc(C(F)(F)F)cc3)cccc2C1=O	5.3	1.8	-17.5	1.08	1.18	-7.6	-1.6	-2.2
CCCCNC(=O)NCCN1CCOCC1	6.1	-3.0	33.8	0.89	0.662	11.0	-15.7	-2.4
CN1CCN2c3ccccc3Cc3ccccc3C2C1 (stereo not given)	-4.9	-3.6	-11.1	1.09	1.11	-9.0	1.1	0.3
COc1ccc(NC(=O)CSCC(=O)N2CCN(c3cccc(C(F)(F)F)c3)CC2)cc1	-14.5	-2.3	-7.9	1.03	1.08	-3.0	16.5	-3.2
COc1ccc2c(CSc3nnc(-c4cccnc4)n3-c3ccccc3F)cc(=O)oc2c1	-4.9	-2.4	-1.1	0.963	1.01	3.7	2.1	-5.1
COc1ccc(NC(=O)c2cc(-c3ccc(C)cc3O)n[nH]2)c(OC)c1	4.9	-5.9	-106.0	0.981	2.06*	1.9	-1.4	-1.7
CN(C)/C=C(\C#N)S(=O)(=O)c1ccc(Cl)cc1	-0.1	2.9	8.5	1.04	0.915	-4.3	-5.9	-2.7
Cc1noc(C)c1-c1ccc2ncnc(NCC3CCCCN3C)c2c1 (stereo not given)	2.2	0.0	17.4	0.959	0.826	4.1	-3.0	1.9
Cc1ncc(CSc2ccc(Cl)cc2)c(CO)c1O	1.0	-3.8	6.2	0.964	0.938	3.6	4.9	-2.1
CCCc1[nH]n(-c2nc3ccccc3s2)c(=O)c1C=NCCN1CCOCC1	-18.7	0.3	6.6	0.955	0.934	4.5	-5.1	-8.5
COCCNc1nc(SC)nc2sc3c(c12)CCN(C)C3	3.6	2.9	-4.3	1.08	1.04	-8.2	13.4	-0.6
Cc1cc(C)c(C#N)c(Sc2nnnn2-c2ccccc2)n1	0.7	2.3	-8.2	0.895	1.08	10.5	5.8	7.5
CC(C)N(CCc1ccncc1)C(=O)Nc1ccc(Cl)c(Cl)c1	-5.2	-1.9	9.8	1.23	0.902	-23.1	-15.7	-4.2
COC(=O)/C(=N/Nc1ccc(C)cc1)N1CCCc2ccccc21	-5.2	-0.5	-9.2	0.924	1.09	7.6	76.2*	21.3
CCOC(=O)C(CC)Sc1nc2c(cnn2-c2ccc(F)cc2)c(=O)[nH]1 (stereo not given)	-1.0	-5.1	-0.8	0.937	1.01	6.3	-10.7	2.4
O=C(c1ccc(CN2CCc3ccccc3C2)cc1)N1CCN(c2ccccc2)CC1	-12.2	-2.4	-11.1	1.09	1.11	-9.2	0.9	-8.8
Cc1ccc(-c2nc(C#N)c(N3CCC(C)CC3)o2)cc1	0.8	-1.6	15.4	0.989	0.846	1.1	3.8	3.0
COc1ccc(NC(=O)CSc2nc3sc(C)cc3c(=O)n2C)cc1	1.9	0.2	15.7	0.927	0.843	7.3	-15.5	-5.7
CCn1nc(C)cc1C(=O)Sc1cccc(Br)c1	-6.8	0.8	-3.3	0.98	1.03	2.0	24.2	2.5
COc1ccc(NC(=O)C(NC(=O)c2ccc(=O)[nH]c2)c2ccc(OC)cc2)cc1 (stereo not given)	-4.2	-3.0	18.6	1	0.814	-0.4	-10.6	7.4
CC(NC1CCCC1)C(=O)Nc1ccccc1-c1ccccc1 (stereo not given)	-1.9	3.4	-12.8	1.16	1.13	-16.2	-18.3	-1.8
CCc1noc(C)c1C(=O)NNC(=O)c1nn(CC)c(=O)c2ccccc12	0.0	-3.5	3.2	0.937	0.968	6.3	3.5	-0.4
Cc1ccc(C)c(S(=O)(=O)N2CCCC2CNC(=O)C(=O)NCc2cccs2)c1 (stereo not given)	-4.0	0.8	14.4	0.973	0.856	2.7	2.7	-8.9
SMILES	ATG4B inh	A3A deaminase	hIAP inh	mIAP activ	hIAP act	mIAP inh	PfG6PD inh	HKDC1 inh
CCCc1nc2oc3c(=O)[nH]cnc3c2c2c1COC(C)(C)C2	-7.9	3.4	-7.2	0.967	1.07	3.3	19.7	27.4
Cc1cc2cc(C)c3nnc(SCC(=O)Nc4ccc(S(=O)(=O)N5CCCCC5C)cc4)n3c2cc1C (stereo not given)	22.1	-1.7	-2.5	0.98	1.02	2.0	15.9	-10.1
O=C(OCc1nnc(-c2ccccc2)o1)C1CC(=O)N(CCc2ccccc2)C1 (stereo not given)	4.4	1.5	-10.0	1.09	1.1	-8.7	-20.9	-8.0
Cc1nc2ccc(NC(=O)c3ccc(Cl)c(NC(=O)c4cccs4)c3)cc2s1	-7.5	-5.6	17.7	1.05	0.823	-5.2	18.9	-1.2
CCOC(=O)c1sc(=NC(=O)/C=C/c2ccccc2)n(C)c1C	-9.6	-1.0	-0.9	0.872	1.01	12.8	-13.7	-5.8
CC1(C)Oc2ccc3ccc(=O)oc3c2[C@@H](O)[C@@H]1O	4.9	-0.2	-20.1	0.983	1.2	1.7	-18.3	-2.1
O=C(Nc1ccc(C2CC2(Cl)Cl)cc1)c1cccc([N+](=O)[O-])c1 (stereo not given)	5.4	-3.6	-4.5	0.853	1.04	14.7	48.2	-1.4
CNC(=O)c1[nH]nc2c1CCc1cc(OC)ccc1-2	-5.2	2.5	1.5	1.06	0.985	-5.9	-11.9	14.4
COc1ccc(NC(=S)N2CCCN(Cc3cccc(Cl)c3)C2)cc1	-11.1	3.9	-8.9	1.17	1.09	-16.9	9.9	-2.1
COc1ccc(CCNC(=O)c2c(Cl)ccc(Cl)c2OC)cc1OC	-3.8	-6.4	-13.9	1.01	1.14	-1.0	7.3	-1.4
O=C(CNCc1cccnc1)Nc1cc(C(F)(F)F)ccc1N1CCOCC1	-7.7	-9.0	-8.3	1.01	1.08	-1.5	-1.5	-6.1
CCS(=O)(=O)C1=NN2C(=N)/C(=C\c3ccc(OC(=O)c4ccco4)cc3)C(=O)N=C2S1	12.0	-0.3	28.5	0.801	0.715	19.9	-30.4	10.5
Cc1cc(C(=O)COC(=O)COc2ccc(C#N)cc2)c(C)n1C1CC1	-3.4	-1.5	8.9	0.898	0.911	10.2	22.2	5.2
O=C(c1ccccc1)N1CCN(C(=O)c2cc3ccccc3oc2=O)CC1	8.2	-0.5	-3.0	1.05	1.03	-4.8	-18.4	4.7
CCc1nnc(NC(=O)c2ccc(COc3ccccc3Cl)o2)s1	-3.9	-4.2	-6.5	0.95	1.06	5.0	-12.2	-3.6

Single records, from the list above. Order of screens: ATG4B inh, A3A deaminase, hIAP inh, mIAP activ, hIAP act, mIAP inh, PfG6PD inh, HKDC1 inh
`O=C(c1ccc(CN2CCc3ccccc3C2)cc1)N1CCN(c2ccccc2)CC1` is listed as -12.2, -2.4, -11.1, 1.09, 1.11, -9.2, 0.9, -8.8
`Cc1cccc(OCCNc2cc(N3CCN(CCO)CC3)ccc2[N+](=O)[O-])c1` is listed as -13.8, 0.1, 23.0, 0.866, 0.77, 13.4, 5.6, 15.2
`COc1ccc(NC(=S)N2CCCN(Cc3cccc(Cl)c3)C2)cc1` is listed as -11.1, 3.9, -8.9, 1.17, 1.09, -16.9, 9.9, -2.1
